Screening results: PubChem BioAssay, National Center for Advancing Translational Sciences (NCATS)
Akt phos inh = blocks phosphorylation of Akt | Neuro2A IGF-stimulated pAkt S473 HTRF, 20 min; active compounds read low | activity change, % for hits at 50 µM | hit rate 0.32% among 360,000; in the data active = activity change below about -80%; inconclusive = mostly about -51% to -80%; note: % is set by controls: 0 for no effect and ±100 for the full control effect
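Neuro2A cells in DMEM with 0.5% FBS, overnight at 37 deg C, given compound at single 50 µM final, then IGF (6 nM final) for 20 min at 37 deg C. Lysed; phospho-Akt Ser473 by HTRF after 24 h, 665/615 ratio.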
GLP1R inv ag = GLP-1 receptor (human) inverse agonism; hit rate 1.6% among 410,000; P43220; Potency, µM (top dose mostly 38.3 µM), inactives show at the highest dose activity change, negative = inhibition, most hits filed as inhibitors; HEK293 GLP-1R CRE-luciferase, luminescence, 24 h; GLP-1R form is constitutively active; note: potency is the fitted concentration of half-maximal effect; % is set by controls: 0 for no effect and ±100 for the full control effect; nearly all actives have a fitted effect of over 55% in size
Target sequence (P43220 whole entry, looked up): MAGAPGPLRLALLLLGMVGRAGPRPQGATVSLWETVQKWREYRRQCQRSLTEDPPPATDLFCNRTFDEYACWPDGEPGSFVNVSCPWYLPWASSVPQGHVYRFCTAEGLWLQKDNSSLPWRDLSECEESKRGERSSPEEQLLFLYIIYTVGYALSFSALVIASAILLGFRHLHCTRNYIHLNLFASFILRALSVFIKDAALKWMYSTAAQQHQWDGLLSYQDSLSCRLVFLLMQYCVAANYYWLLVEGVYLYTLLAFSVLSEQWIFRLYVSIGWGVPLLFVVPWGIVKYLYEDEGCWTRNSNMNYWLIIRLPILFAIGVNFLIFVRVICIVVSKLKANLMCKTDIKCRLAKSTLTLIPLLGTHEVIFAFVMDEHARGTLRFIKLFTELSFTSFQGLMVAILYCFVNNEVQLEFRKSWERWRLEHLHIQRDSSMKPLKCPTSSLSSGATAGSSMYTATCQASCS
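Readout was luciferase luminescence, measured 12 min after detection reagent at room temperature. Beforehand, GLP-1R reporter HEK293 cells had sat 12 h, then received compounds for 24 hr at 37 deg C.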
Abeta rescue = restores growth of yeast expressing A-beta42 peptide | AID 1347071 | hit rate 0.063% among 410,000 | Potency, µM (doses to about 46.1 µM), without a hit: at the highest dose growth rescue, most hits filed as activators | yeast expressing A-beta42, growth rescue, OD600, 48 h; response scale: 0% DMSO, 100% iron-clioquinol control; note: potency is the fitted concentration of half-maximal effect; nearly all actives have a fitted effect of over 55% in size
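Yeast A-beta toxicity model in growth medium with pinned compounds, 48 h at 30 C; growth read as absorbance at 600 nm. Normalized to FeCl3/clioquinol equimolar mix (positive) and DMSO (negative).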
PTHR1 agonist = PTHR1 (human) receptor agonism; Q03431; HEK293 GP2 PTHR1 cells, GloSensor cAMP luminescence, 1 h; Potency, µM (titrated, usually from 115 µM), for the others: at the highest dose activation, usual class: activators; hit rate 0.075% among 410,000; AID 743266; note: potency is the fitted concentration of half-maximal effect; nearly all actives have a fitted effect of over 55% in size; some results filed as inactive show a strong effect at the top dose; inactives centre near -15; many of its hits are not listed in these tables
Target sequence (Q03431 whole entry, looked up): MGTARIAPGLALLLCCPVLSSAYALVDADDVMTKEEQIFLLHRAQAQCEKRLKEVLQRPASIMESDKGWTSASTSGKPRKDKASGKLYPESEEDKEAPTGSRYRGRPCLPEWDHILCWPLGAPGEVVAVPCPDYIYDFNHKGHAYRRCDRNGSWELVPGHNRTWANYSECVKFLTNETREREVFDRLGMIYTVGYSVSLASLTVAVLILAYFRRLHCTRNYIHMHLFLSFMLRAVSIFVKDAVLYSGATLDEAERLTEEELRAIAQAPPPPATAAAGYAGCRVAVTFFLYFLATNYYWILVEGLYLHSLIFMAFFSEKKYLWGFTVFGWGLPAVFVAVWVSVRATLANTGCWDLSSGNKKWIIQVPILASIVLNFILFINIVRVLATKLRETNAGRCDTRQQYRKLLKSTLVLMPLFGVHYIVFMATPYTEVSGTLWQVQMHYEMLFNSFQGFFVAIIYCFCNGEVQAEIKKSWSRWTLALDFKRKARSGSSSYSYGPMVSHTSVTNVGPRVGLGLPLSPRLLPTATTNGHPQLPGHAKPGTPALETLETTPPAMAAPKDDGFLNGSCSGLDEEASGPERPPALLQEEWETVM
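HEK-293-derived GP2 cells expressing PTHR1 and a GloSensor cAMP reporter, 3,000/well, plated overnight, given luciferin plus IBMX (each 0.5 mM as added) for 1 h at 37 °C, then compound for 1 h at 37 °C. Luminescence was read after 15 min at room temperature.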
aSyn rescue = inhibitors of alpha-synuclein toxicity in yeast; Yeast expressing alpha-synuclein, growth rescue, BacTiter-Glo, 24 h; Potency, µM (doses to about 46.1 µM), for inactives: top-dose growth rescue (activation), most hits filed as activators; hit rate 0.14% among 370,000; AID 652106; note: potency is the fitted concentration of half-maximal effect; % of control where 0% means no effect; nearly all actives have a fitted effect of over 65% in size
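Readout is rescue of growth in alpha-synuclein-expressing yeast, so inhibitors of toxicity appear as activators. Growth after 24 hr at 30 deg C in galactose medium is quantified by luminescence.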
HEK293 tox = cytotoxic in the GLP-1 receptor inverse agonist counter-screen. HEK293 cAMP-luciferase reporter cells, luminescence, 24 h. Potency, µM (series often up to 38.3 µM), without a hit: at the highest dose activity change, negative = inhibition, hits mostly inhibitors. hit rate 0.13% among 410,000. AID 624418;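 note: loss of luciferase light is scored as toxicity; potency is the fitted concentration of half-maximal effect; % is set by controls: 0 for no effect and ±100 for the full control effect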
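Step one: seed cells (200 cells/uL, DMEM with 10% Nu serum, 1% pen-strep). Step two: 12-hour incubation at 37 deg C. Step three: pin 23 nL compound, incubate 24 hr. Step four: add luciferase reagent, read luminescence 12 min later.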
MmCpn inh = blocks the Methanococcus maripaludis chaperonin Mm-Cpn; hit rate 0.031% among 330,000; purified Mm-Cpn ATPase, ADP Transcreener TR-FRET; Potency, µM (highest dose often 76.9 µM), inactives show at the highest dose activity, negative = inhibition, usual class: inhibitors; note: potency is the fitted concentration of half-maximal effect; % is set by controls: 0 for no effect and ±100 for the full control effect; nearly all actives have a fitted effect of over 80% in size
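Inhibition of chaperonin ATP hydrolysis is measured as reduced ADP production, detected by competitive TR-FRET in which signal falls with ADP. Final enzyme 25 nM and ATP 10 uM, reacted 30 min at 37°C.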
TDP-43 yeast inh = TDP-43 toxicity inhibition in yeast; TDP-43 expressing yeast growth rescue, BacTiter-Glo, 24 h; hit rate 1.8% among 410,000; Potency, µM (highest dose often 46.1 µM), for the others: at the top dose growth rescue (activation), hits mostly activators; AID 652104; note: potency is the fitted concentration of half-maximal effect; % of control where 0% means no effect; nearly all actives have a fitted effect of over 50% in size
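Yeast cells expressing TDP-43 under galactose induction are exposed to compounds for 24 hr at 30 deg C. BacTiter-Glo luminescence measures growth, so protective compounds score as activators.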
FUS suppressor = rescues growth of FUS-expressing yeast; S. cerevisiae FUS-expressing, growth rescue, OD600, 24 h; Potency, µM (titrated, usually from 76.6 µM), for the others: at the top dose growth rescue (activation), usual class: activators; hit rate 0.24% among 390,000;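 note: potency is the fitted concentration of half-maximal effect; plate controls were DMSO vehicle for no effect and reference control for full effect; nearly all actives have a fitted effect of over 55% in size; some results filed as inactive show a strong effect at the top dose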
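FUS-expressing yeast, raffinose-pregrown, induced in 2% galactose minimal medium at OD 0.005; compounds in a dilution series, 24hr at 30C. Growth restoration read as absorbance at 600 nm. CP55940 positive control, DMSO negative.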
The depositor's hits bear a star; i = inactive; ? = inconclusive; . = not tested or not shown; [ ] = another dose, or the depositor's remark. Unless noted, calls come from the whole dose curve; as a rule, active = well fitted curve in the direction sought with a large enough effect; inconclusive = small, poorly fitted or top-dose-only effect, or another doubt; inactive = no such curve, though single readings can be large; an effect the other way counts as inactive or inconclusive. The list is partial. The share of hits here may be higher or lower than overall.

Order of results: MmCpn inh	PTHR1 agonist	Abeta rescue	HEK293 tox	Akt phos inh	FUS suppressor	TDP-43 yeast inh	GLP1R inv ag	aSyn rescue
COc1ccc(C(=O)N2CCN(S(=O)(=O)c3ccc(C)cc3C)CC2)cc1S(=O)(=O)N1CCOCC1
  .	-5.3%	-2.8%	-2.5%	i	?	4.5%	-12.9%	-1.0%
COc1cc(-c2noc(-c3cccc(Cl)c3)n2)cc(OC)c1OC
  -9.4%	-13.4%	-0.8%	14.4%	.	-12.7%	9.8%	42.5%[activator]	.
CC(NC(=O)C1CCCO1)c1ccccc1 (configuration not stated)
  -1.2%	-10.9%[57.5 µM]	-2.1%	-9.1%	i	4.2%	-7.3%	11.3%	0.3%
O=S(=O)(c1ccc(Cl)c(NC(=S)Nc2ccccc2N2CCOCC2)c1)N1CCOCC1
  -1.0%	i	9.5%	18.8%	i	14.3%	4.9%	9.9%	2.2%
Cc1cccc(NC(=O)c2sc3nc4c(cc3c2N)CN(Cc2ccccc2)CC4)c1
  .	-46.8%[inhibitor]	-11.0%	-1.1%	.	-3.9%	16.3%	?	.
Cn1c(=O)c2c(nc(CN3CCN(Cc4ccccc4)CC3)n2Cc2ccc(Cl)cc2)n(C)c1=O
  1.0%	i	-10.6%	-19.8%	i	7.7%	5.6%	?	0.6%
COc1cccc(C(=O)OCC(=O)Nc2nnc(-c3ccccc3)o2)c1
  -1.3%	i	24.6%	7.7%	i	1.1%	?	-7.1%	5.2%
Cc1ccc(F)cc1NC(=O)N1c2ccccc2NC(=O)CC1C (configuration not stated)
  2.3%	-1.9%	1.6%	13.1%	i	1.5%	-6.0%	8.3%	-4.2%
CN(C)c1nc(Nc2ccc(F)cc2)nc(Oc2ccc(F)cc2)n1
  1.6%	-46.8%[inhibitor]	5.9%	5.1%	i	-25.9%	29.9%	?	0.0%
CCn1c(=O)cc(OCC(=O)NCc2ccco2)c2ccccc21
  0.9%	i	-7.3%	-9.9%	i	45.1%	-7.1%	-0.8%	-1.8%
COc1cc(S(=O)(=O)Nc2cccc(C(=O)O)c2)c(OC)cc1Cl
  0.3%	-1.5%[57.5 µM]	1.0%	0.6%	i	15.4%	-16.8%	0.0%	-0.6%
CCCCNC(=O)c1nc(C2CCN(S(=O)(=O)c3c(F)cccc3F)CC2)oc1-c1ccccc1
  .	-19.1%	-5.5%	-5.9%	i	-20.2%	17.6%	-11.8%	-1.0%
CC(C)c1ccc(OCC(=O)NN2C(=O)c3ccccc3C2=O)c(Br)c1
  -0.4%	-18.4%	-17.7%	-1.5%	i	-0.5%	10.1%	-16.4%	3.2%
CCN(CC)CCN(C(=O)c1ccc2c(c1)CCCC2)c1nc2ccc(OC)cc2s1
  -2.0%	-68.4%[inhibitor]	5.5%	?	i	29.9%	-25.8%	?	-3.5%
O=C(CCC(=O)c1ccccc1)Nc1cccnc1
  -9.5%	-5.8%	-7.6%	7.0%	i	-15.0%	-16.0%	18.2%	-9.0%

Following part:
Order of results: MmCpn inh	PTHR1 agonist	Abeta rescue	HEK293 tox	Akt phos inh	FUS suppressor	TDP-43 yeast inh	GLP1R inv ag	aSyn rescue
O=C(OCC(=O)N1CCN(c2ccccc2)CC1)c1cc(Br)ccc1Cl
  0.3%	-21.5%	15.0%	-0.6%	i	-0.9%	?	?	1.1%
N#CC(=C(c1ccccc1)c1ccccc1)c1ccccc1
  .	i	-0.4%	-12.0%	i	.	25.8%	1.0%	-0.9%
CCN(CC)C(=O)COc1cccc2ccccc12
  -13.4%	?	?	2.8%	i	49.2%	6.9%	4.4%	0.7%
CCOC(=O)[C@]12CCC=C1N(Cc1ccco1)C(=O)[C@H](CC(=O)N1CCOCC1)C2
  .	2.6%	-5.9%	1.4%	i	18.9%	23.8%	6.7%	?
CCOC(=O)c1ccc(NC(=O)CSc2nc3sc(C(=O)O)c(C)c3c(=O)[nH]2)cc1
  3.1%	?	-13.5%	-16.6%	i	44.9%	-9.1%	0.1%	1.0%
COC(=O)[C@@]12C[C@@H](CC(=O)N3CCN(C(=O)c4ccco4)CC3)C(=O)N(Cc3ccccc3)C1=CCC(C)(C)C2
  .	i	-4.7%	0.6%	i	25.5%	18.4%	-21.6%	5.6%
CCOC(=O)c1cnc2ccccc2c1Nc1cccc(OC)c1
  .	-21.4%	-10.1%	-0.5%	.	-16.0%	7.2%	?	.
Cn1cnnc1SCC(=O)c1ccc2c(c1)OCCO2
  -0.1%	i	-1.0%	4.3%	.	10.5%	-4.5%	42.0%[activator]	-1.0%
CN1CCN(C(CNC(=O)C(=O)Nc2ccc(F)cc2)c2cccnc2)CC1 (configuration not stated)
  .	28.2%	-11.0%	2.5%	.	20.6%	4.8%	3.4%	.
CC(NC(=O)CSc1n[nH]c(=O)[nH]c1=O)C1CC2CCC1C2 (configuration not stated)
  -0.1%	-11.1%	10.0%	-6.2%	i	-7.9%	-11.3%	12.5%	-1.7%
CC(=O)N/N=C/c1cc2c(cc1[N+](=O)[O-])OCO2
  -3.1%	-23.3%	-11.9%	2.0%	i	9.3%	0.0%	1.1%	-5.8%
O=C(c1ccccc1)N1CCN(C(=O)c2ccncc2)CC1
  .	i	7.6%	-3.5%	i	22.6%	14.7%	0.0%	1.4%
CN(c1ccccc1)S(=O)(=O)c1cccc(NC(=O)C2=NN(c3ccccc3)C(=O)CC2)c1
  -14.7%	-28.5%	-14.8%	-14.4%	i	-11.1%	13.5%	?	6.6%
Cc1cc(C)n(CCCNC(=O)C2CC(=O)N(Cc3ccccc3)C2)n1 (configuration not stated)
  -3.5%	i	-1.1%	0.4%	i	-1.1%	24.6%	6.5%	-2.1%
Cc1ccc2nc(Nc3ccc(Cl)cc3)c3nncn3c2c1
  -0.5%	i	-23.3%	20.7%	i	45.2%	26.1%	16.1%	0.1%

(further entries)
Order of results: MmCpn inh	PTHR1 agonist	Abeta rescue	HEK293 tox	Akt phos inh	FUS suppressor	TDP-43 yeast inh	GLP1R inv ag	aSyn rescue
c1ccc(CNCCN2CCNCC2)nc1
  0.6%	-6.9%[57.5 µM]	7.3%	2.8%	i	2.0%	-19.1%	-4.8%	0.7%
COc1c(C)cc(C(O)c2ncc(-c3ccc(Cl)cc3)[nH]2)cc1C (configuration not stated)
  .	-21.8%	-6.8%	-10.9%	i	0.6%	19.7%	?	6.1%
COc1ccc2c(c1)C1=NN(/C(C)=C/C(C)=O)C(c3cccc(F)c3)C1CC2 (configuration not stated)
  -2.6%	-3.2%	18.3%	3.7%	i	37.0%	?	-17.4%	5.3%
O=C(O)c1cc2cc(OCc3ccccc3)ccc2[nH]1
  -0.8%	-5.6%[57.5 µM]	-10.1%	25.7%	i	9.6%	?	66.3%[activator]	-65.6%[inhibitor]
COC(=O)/C(=C/c1ccccc1)NC(=O)c1ccco1
  -0.4%	i	5.9%	9.8%	i	.	7.2%	7.7%	-4.8%
COc1cc(OC)cc(C(=O)N[C@H](C(=O)N2CCc3ccccc32)C(C)C)c1
  0.4%	i	16.1%	1.0%[1.53 µM]	i	32.3%	-9.9%	?	-1.0%
O=c1oc(CCCO)cc2ccccc12
  -0.2%	-20.6%	-20.4%	0.4%	i	2.0%	17.4%	6.2%	-1.5%
O=C(c1ccccc1)c1cccc2ccccc12
  .	-3.2%	-2.8%	4.2%	i	2.8%	20.9%	?	8.4%
COc1ccc(-c2nn(-c3ccccc3)cc2CNC[C@H]2O[C@@H](n3cnc(C(N)=O)n3)[C@H](O)[C@@H]2O)cc1
  .	25.4%	-15.5%	1.8%	i	-2.9%	-8.0%	12.2%	-0.8%
Cc1c(Nc2cc(=O)oc3ccccc23)c(=O)n(-c2ccccc2)n1C
  1.1%	?	-5.7%	12.5%	i	9.3%	6.1%	12.1%	1.5%
Cc1c(C(=O)Nc2c3c(nn2C(C)(C)C)CS(=O)(=O)C3)cccc1[N+](=O)[O-]
  -0.3%	i	11.0%	-3.2%	i	-2.1%	29.3%	-7.8%	0.5%
CCOC(=O)NC(=O)/C(C#N)=N\Nc1cccc(OC)c1
  0.1%	-5.7%	3.7%	-6.4%	i	12.8%	-26.7%	19.8%	-0.9%
Cc1cc(C)c2sc(N(Cc3cccnc3)C(=O)CCS(=O)(=O)c3ccccc3)nc2c1
  .	i	-9.1%	2.0%	.	15.2%	4.5%	10.4%	.
CC(C)(C)c1ccc(N2C(=N)SCC2=O)cc1
  2.2%	-16.9%	-13.7%	1.6%	i	1.4%	1.6%	-19.5%	0.3%
O=C(C(=O)N1CCN(c2ccc(F)cc2)CC1)c1cn(CC(=O)N2CCOCC2)c2ccccc12
  ?	-21.5%	-11.2%	-5.8%	i	44.1%	-12.9%	-7.7%	0.6%
CC1CCN(c2nc3c(N)ncnc3n2[C@@H]2O[C@H](CO)[C@@H](O)[C@H]2O)CC1
  0.7%	i	-19.9%	-7.7%	i	-22.1%	9.9%	16.3%	-1.1%
COC(=O)c1cc(COC(=O)COc2ccc(C)c(C)c2)oc1C
  -0.7%	i	3.0%	-12.2%	i	10.0%	-20.5%	-1.9%	0.6%
